hcDAF12 agonist: H. contortus DAF-12 nuclear receptor activators, primary screen, cell-based, luminescence, HEK293, lit1-tk-luc reporter | HEK293 hcDAF-12 lit1-tk-luc reporter; 0% DMSO, 100% Δ7-dafachronic acid | activation, % at 6.8 µM | 1.4% of 370,000 active | AID 652067, 2013;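 active = activation above the mean of all tested compounds plus 3 SD, cut at about 5.5% in these data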;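 also: 100% = response to 3 µM Δ7-dafachronic acid high control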
DAX1 inh-1: DAX1 (NR0B1) inhibitors on StAR promoter, primary screen, cell-based, luminescence, SF-1 (NR5A1), full-length DAX-1; inhibition, % at 6.8 µM; 1.1% of 370,000 active; AID 652010, 2013; HEK293T StAR-luciferase reporter, SF-1/DAX-1 repression relief;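 active = inhibition above the mean over all tested compounds plus 3 SD, cut at about 3.6% in these data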;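 also: 0% = DAX-1 cells with DMSO and 100% = cells lacking DAX-1 with DMSO; higher inhibition means more luminescence from relief of DAX-1 repression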
DAX1 inh-2: DAX1 (NR0B1) inhibitors, primary screen, cell-based, HEK293, Gal4-DAX1, luciferase luminescence. AID 504766, 2011. Nuclear receptor subfamily 0 group B member 1 (Homo sapiens), P51843. 0.99% of 340,000 active. inhibition, % at 6.75 µM. HEK293 Gal4-DAX1 luciferase reporter;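 active = inhibition above the mean over all tested compounds plus 3 SD, cut at about 4.2% in these data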;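 also: 0% = DAX1-transfected cells with DMSO and 100% = empty-vector control cells with DMSO; inhibition shows as a rise in luminescence from relieved DAX1 repression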
hgDAF-12 ag: H. glycines DAF-12 receptor agonists, primary screen, cell-based, luminescence, HEK293, GAL4 fusion, UAS-luciferase; Nuclear hormone receptor DAF-12 (Heterodera glycines), GAL4 fusion; 1.8% of 370,000 active; HEK293 GAL4-hgDAF12 UAS-luciferase reporter, agonist luminescence; normalized to butyrate control; activation, % at 6.8 µM;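 active = activation above a cutoff set at the mean of all screened compounds plus 3 SD, cut at about 10% in these data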;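 also: 0% = DMSO wells and 100% = sodium butyrate wells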
PLCg1 inh: PLC-gamma1 enzyme inhibitors, primary screen, biochemical, fluorescence, purified enzyme | 1-phosphatidylinositol 4,5-bisphosphate phosphodiesterase gamma-1 (Homo sapiens), P19174 | fluorogenic substrate | inhibition, % at 12.2 µM | 0.84% of 370,000 active | AID 720700, 2013; in the data active = inhibition above about 9.5%
PLC-beta3 inh: human PLC-beta3 inhibitors, primary screen, biochemical, fluorescence; 1-phosphatidylinositol 4,5-bisphosphate phosphodiesterase beta-3 (Homo sapiens), Q01970; Purified PLC-beta3, fluorogenic substrate; inhibition, % at 12.2 µM; 0.18% of 370,000 active; in the data active = inhibition above about 11%;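 also: 0% = median of compound wells on plate and 100% = full blocker control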
Target sequence (Q01970 whole entry, looked up): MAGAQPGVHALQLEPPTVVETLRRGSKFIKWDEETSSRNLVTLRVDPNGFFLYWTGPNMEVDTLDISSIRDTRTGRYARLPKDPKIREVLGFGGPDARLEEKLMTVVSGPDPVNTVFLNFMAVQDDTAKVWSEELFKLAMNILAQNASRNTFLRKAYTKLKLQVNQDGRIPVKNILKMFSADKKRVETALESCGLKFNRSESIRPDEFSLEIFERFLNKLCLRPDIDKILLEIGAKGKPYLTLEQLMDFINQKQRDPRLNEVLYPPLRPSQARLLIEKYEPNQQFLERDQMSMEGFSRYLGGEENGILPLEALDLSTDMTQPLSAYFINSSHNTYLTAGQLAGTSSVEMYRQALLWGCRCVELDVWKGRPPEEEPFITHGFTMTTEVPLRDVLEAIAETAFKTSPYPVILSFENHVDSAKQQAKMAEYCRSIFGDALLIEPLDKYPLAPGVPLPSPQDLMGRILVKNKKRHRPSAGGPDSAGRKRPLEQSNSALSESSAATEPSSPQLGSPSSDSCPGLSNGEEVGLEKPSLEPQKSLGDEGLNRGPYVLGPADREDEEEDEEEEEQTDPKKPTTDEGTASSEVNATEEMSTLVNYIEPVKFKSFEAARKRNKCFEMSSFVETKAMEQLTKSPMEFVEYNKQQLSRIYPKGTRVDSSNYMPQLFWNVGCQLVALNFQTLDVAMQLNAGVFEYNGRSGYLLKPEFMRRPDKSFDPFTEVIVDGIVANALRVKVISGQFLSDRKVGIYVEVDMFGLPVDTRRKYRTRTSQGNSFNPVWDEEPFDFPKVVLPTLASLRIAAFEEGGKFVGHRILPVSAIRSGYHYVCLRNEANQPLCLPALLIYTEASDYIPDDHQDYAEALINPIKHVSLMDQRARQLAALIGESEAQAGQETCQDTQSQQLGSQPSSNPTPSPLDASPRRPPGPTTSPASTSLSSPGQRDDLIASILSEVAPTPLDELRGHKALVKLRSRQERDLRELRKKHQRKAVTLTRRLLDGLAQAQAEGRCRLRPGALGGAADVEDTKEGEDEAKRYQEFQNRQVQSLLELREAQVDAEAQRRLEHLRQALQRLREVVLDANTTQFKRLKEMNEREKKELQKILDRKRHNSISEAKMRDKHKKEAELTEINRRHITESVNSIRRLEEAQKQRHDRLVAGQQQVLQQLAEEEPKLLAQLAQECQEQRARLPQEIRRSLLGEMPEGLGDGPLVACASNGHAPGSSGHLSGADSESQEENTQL
ssDAF12 agonist: S. stercoralis DAF-12 nuclear receptor activators, primary screen, cell-based, luminescence, HEK293, GRIP1 co-expression, lit1-tk-luc. AID 652126, 2013. Nuclear hormone receptor DAF-12 (Strongyloides stercoralis). activation, % at 6.8 µM. 1% of 370,000 active. HEK293 ssDAF-12/GRIP1 lit1-tk-luc reporter; % of 3 µM dafachronic acid response;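 active = activation above the mean over all tested compounds plus 3 SD, cut at about 0.9% in these data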;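 also: 0% = DMSO-only wells and 100% = 3 µM delta7-dafachronic acid wells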
NR1D1 modulator: modulators of Rev-erb alpha DNA binding, primary screen, biochemical, FITC-DNA, fluorescence polarization, uHTS. Nuclear receptor subfamily 1 group D member 1 (Homo sapiens), P20393. Rev-erbα–FITC-DNA binding, 90 min. activity, % at 10 µM. 0.79% of 370,000 active;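 active = activity above about 14%, limit read from the data; passing the limit was not always enough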;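 also: 0% = DMSO wells with 35 nM protein and 100% = DMSO wells with 750 nM protein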
ADAM17 inh: ADAM17 inhibitors, primary screen, biochemical, QFRET; 0.83% of 370,000 active; AID 720648, 2013; recombinant ADAM17, EDANS/DABCYL FRET peptide cleavage; Disintegrin and metalloproteinase domain-containing protein 17 (Homo sapiens), P78536; inhibition, % at 6.95 µM;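 active = inhibition above the mean of compounds lying between control limits plus 3 SD, set per campaign, cut at about 8.5% in these data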;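 also: 0% = DMSO-only wells as the low control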
SMARCA2 act: SMARCA2 (BRM) function activators, primary screen, cell-based, luminescence, high throughput | MG213 cells, MMTV-luciferase reporter, dexamethasone, overnight | activation, % at 9.1 µM | 1% of 370,000 active; in the data active = activation above about 7.8%;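 also: 0% = vehicle wells and 100% = reference activator wells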
MBD2 DNA inh: inhibitors of MBD2 binding to methylated DNA, primary screen, biochemical, TR-FRET, DNA-binding domain, human. MBD2 binding to methylated oligonucleotide. inhibition, % at 4.4 µM. 0.31% of 370,000 active; in the data active = inhibition above about 13%
* = called active by the depositor; i = inactive; x = no result given.

SMILES | hcDAF12 agonist | DAX1 inh-1 | DAX1 inh-2 | hgDAF-12 ag | PLCg1 inh | PLC-beta3 inh | ssDAF12 agonist | NR1D1 modulator | ADAM17 inh | SMARCA2 act | MBD2 DNA inh
COc1cccc2cc(C(=O)NCCc3ccccc3)oc12 | 3.8 | 2.2 | 0.0 | 4.0 | -4 | -20 | -0.2 | 3 | 0 | 2 | 3
O=C(CCCc1ccccc1)N1CCN(c2ccc([N+](=O)[O-])cc2)CC1 | 0.1 | -1.6 | -0.8 | -1.6 | 8 | 6 | -1.5 | 2 | 4 | -3 | -2
C/C(=N\Nc1ccc([N+](=O)[O-])cc1[N+](=O)[O-])c1cccnc1 | -0.3 | -0.7 | -0.2 | 0.9 | 1 | 2 | -1.5 | -2 | -3 | -2 | 0
CC(C)c1cc(C(=O)N/N=C/c2ccoc2)c(O)c(C(C)C)c1 | 1.6 | -0.8 | 1.2 | -1.8 | -253 | -407 | -0.9 | 5 | -11 | -2 | 2
CC1CCCCN1C(=O)c1cc2nc(-c3ccccc3)cc(-c3ccccc3)n2n1 (stereo not given) | -2.4 | -0.5 | -1.0 | -5.1 | i | i | -1.6 | -2 | -33 | -5 | -3
COC(=O)c1ccc(C)c(NC(=O)c2ccc(Cn3cc([N+](=O)[O-])cn3)o2)c1 | -0.5 | -1.7 | -1.2 | 3.7 | -1 | -1 | -1.3 | 6 | 2 | -2 | 0
CC(=O)OCC(COC(C)=O)(CN1C(=O)c2ccccc2C1=O)CN1C(=O)c2ccccc2C1=O | 0.9 | 0.0 | x | 1.1 | 5 | 1 | -0.7 | -5 | 2 | -4 | -1
COc1ccc(/C=C\C(=O)NCc2ccc3c(c2)cc(C)n3C)cc1OC | 1.2 | -0.2 | 0.4 | 3.2 | -80 | -105 | -0.9 | 7 | -5 | -1 | -5
O=C(Oc1ccc(-c2nnco2)cc1)C1CCN(C(=O)c2ccc(F)cc2)CC1 | 0.1 | -0.6 | 0.3 | 1.1 | 0 | -9 | -1.1 | -1 | -3 | -1 | 8
CCn1c(-c2ccc(C(C)(C)C)cc2)n[nH]c1=S | -0.5 | -0.4 | 1.0 | 0.9 | -3 | -5 | -1.1 | 1 | -2 | 0 | 0
NC(=O)c1ccc(-n2nnnc2SCc2ccc(F)cc2)cc1 | -0.1 | -0.2 | 0.3 | 0.2 | 3 | 0 | -1.0 | -2 | -1 | 0 | 0
COC(=O)c1ccc(-n2c(C)cc(/C=N/Nc3nc(C)cc(=O)[nH]3)c2C)cc1 | -1.8 | 1.0 | 1.3 | -0.1 | -6 | -17 | -0.4 | 0 | -3 | 2 | -5

Single values from the results shown:
CC1CCCCN1C(=O)c1cc2nc(-c3ccccc3)cc(-c3ccccc3)n2n1 (stereo not given) – DAX1 inh-1 = -0.5
C/C(=N\Nc1ccc([N+](=O)[O-])cc1[N+](=O)[O-])c1cccnc1 – DAX1 inh-2 = -0.2

Following part.
SMILES | hcDAF12 agonist | DAX1 inh-1 | DAX1 inh-2 | hgDAF-12 ag | PLCg1 inh | PLC-beta3 inh | ssDAF12 agonist | NR1D1 modulator | ADAM17 inh | SMARCA2 act | MBD2 DNA inh
CC(C)(C)C(=O)C(Cc1ccccc1Cl)n1cncn1 (stereo not given) | -2.2 | -0.6 | -0.2 | 2.3 | 2 | 0 | -1.5 | 4 | 3 | 8 | 2
COc1cc2c(cc1NC(=O)Nc1cccc(C)c1)oc1ccccc12 | -0.2 | 0.5 | -0.8 | 2.4 | 2 | -1 | -0.8 | 10 | -5 | -1 | 1
CCn1c(=O)cc(OCC(=O)N2CCCCCC2)c2ccccc21 | -1.0 | 0.1 | 1.9 | -2.7 | 3 | 2 | -1.6 | -3 | 2 | 0 | 0
COCC(=O)N(C)C[C@H]1N[C@@](Cc2ccccc2)(C(=O)OC)[C@H]2C(=O)N(C)C(=O)[C@@H]12 | -0.8 | 2.0 | -1.6 | 0.1 | 0 | 0 | -0.5 | 7 | -6 | -5 | 4
Cc1ccc(NC(=S)N2CCC(c3ccc(C)cc3)C2)cc1 (stereo not given) | 2.1 | 0.0 | 1.2 | 6.3 | -4 | 2 | -1.2 | 7 | 0 | 2 | 3
O=C(Nc1cccc(C(=O)N2CCCCC2)c1)C1CCC1 | -2.0 | 1.4 | -0.8 | -2.3 | 1 | 1 | -0.6 | -4 | -3 | 0 | -8
COC(=O)[C@@H]1CCCN1Cc1c(C(=O)N2CCOCC2)nc2c(C)cccn12 | -1.9 | 0.2 | 2.0 | 3.1 | -3 | -2 | -1.2 | 6 | 0 | 0 | 2
CCOc1cccc(C2/C(=C(/O)c3ccc4c(c3)CC(C)O4)C(=O)C(=O)N2CCN2CCOCC2)c1 (stereo not given) | 0.1 | -0.2 | 1.0 | 6.6 | -5 | -21 | -0.6 | 0 | -8 | -2 | 7
COc1cccc2cc(C(=O)OC3CCN(C)CC3)c(=O)oc12 | 4.9 | -0.4 | -0.3 | 7.7 | -36 | -47 | -0.5 | -3 | -4 | -1 | -2
COC(=O)c1cc(S(=O)(=O)NCC2CCN(Cc3ccc(Cl)cc3)CC2)cn1C | -1.7 | -0.1 | -0.2 | -1.3 | 6 | 1 | -1.7 | -1 | 2 | -1 | -4
COCCNC(=O)Cn1cc(C(=O)c2ccco2)c2ccccc21 | -0.4 | 0.0 | 0.1 | -0.8 | -10 | -14 | -1.8 | -2 | -5 | -1 | 2
CC(C)[C@H]1COCCS(=O)(=O)N1Cc1ccccc1-c1ccc(F)cc1 | -1.8 | -0.7 | -0.2 | 3.2 | 2 | -4 | -0.9 | 7 | -1 | -1 | -4
O=C(NC1CCCCC1)c1ccc(S(=O)(=O)c2ccccc2)cc1 | -1.9 | -0.3 | x | 0.1 | 1 | 4 | -1.4 | 4 | 0 | 4 | 2
CC(=O)N/N=C(/c1ccccc1)C(O)c1ccccc1 (stereo not given) | -2.4 | -0.1 | -1.1 | 0.6 | 1 | 2 | -1.1 | 1 | 1 | 2 | 4
CCCc1cc(=O)n2[nH]c(C)cc2n1 | -0.2 | 0.1 | 0.5 | -1.8 | -5 | -6 | -1.2 | -1 | -3 | 0 | 2
CSc1ccccc1NC(=O)c1ccoc1C | 0.0 | -0.1 | 1.6 | 0.5 | 0 | 6 | -0.1 | 4 | -2 | 7 | -4
Cc1ccc(CCNC(=O)C2CCCN(S(=O)(=O)c3c(C)noc3C)C2)cc1 (stereo not given) | 0.0 | -0.8 | 0.3 | 0.7 | 7 | 5 | -0.7 | -3 | 2 | -2 | -1
CC(NC(=O)c1cc(COc2cccc(C(F)(F)F)c2)on1)c1nccs1 (stereo not given) | 0.1 | -0.5 | 1.0 | 5.8 | -1 | -9 | -1.5 | -1 | 1 | 1 | 6
O=C(c1cc(N2C(=O)C3C4CCC(C4)C3C2=O)ccc1Cl)N1CCN(c2ccc(F)cc2)CC1 (stereo not given) | -4.2 | -1.2 | -1.6 | -6.7 | 0 | 2 | -1.6 | 2 | -3 | -3 | 2
CC(=O)N[C@H]1C(O)O[C@H](CO)[C@@H](O)[C@@H]1O (stereo not given in full) | -1.4 | -0.5 | -0.5 | -2.0 | 1 | 4 | -1.2 | -9 | -3 | -1 | -4
O=C(CNC(=O)c1ccco1)OCN1C(=O)c2ccccc2C1=O | -0.3 | -0.3 | -0.3 | -1.4 | -1 | 5 | -1.4 | 4 | 5 | 0 | 6
COc1ccccc1C(=O)C1CCCN(Cc2ccc3c(c2)OCCO3)C1 (stereo not given) | -1.2 | -0.4 | -0.8 | -1.4 | 3 | -9 | -0.7 | 5 | -1 | 1 | -1
COc1ccc2c(ccc[n+]2CC(=O)c2ccc(C)cc2)c1 | -1.7 | -0.1 | -1.2 | -2.3 | -57 | -77 | -1.6 | -3 | -96 | -4 | 2
O=C(Cc1c[nH]c2ccccc12)NCc1ccc(Cl)cc1Cl | 2.8 | 0.7 | 1.6 | 1.1 | 1 | 1 | -0.4 | 1 | 3 | 3 | 2
COC(=O)CNc1nc(C2CC2)nc2c1nnn2Cc1ccccc1Cl | 0.8 | -0.8 | 0.8 | 1.4 | -1 | 2 | -1.2 | -3 | -1 | 3 | -4
Cc1ccccc1N1CCN(C2CCCN(C(=O)c3noc4c3CCCC4)C2)CC1 (stereo not given) | -2.4 | -4.3 | -0.5 | -2.0 | 2 | -9 | -0.8 | 0 | 4 | -3 | -2
COC(=O)[C@H](NC(=O)c1cc(-c2ccccc2)sc1N)C(C)C | -1.7 | 0.6 | x | 8.3 | -10 | -23 | -0.9 | 3 | -12 | 0 | 12
Cc1ccc(-c2ccc(C3=CC(=O)CC(C)(C)C3=O)cc2)cc1 | 0.9 | 2.9 | 3.2 | 8.8 | -4 | -6 | 0.7 | -3 | -3 | 3 | -2
O=C(Cn1c(=S)nc2ccccn21)N1CCc2ccccc2C1 | 0.0 | 1.1 | 1.2 | 4.5 | -5 | -8 | -0.7 | -2 | -4 | 0 | -2
CN(CC(=O)Nc1ccc(Cl)cc1)C(=O)c1cc(-c2cccs2)nn1-c1ccccc1 | 1.2 | 0.6 | 1.1 | 1.0 | 1 | -10 | -0.6 | 2 | 2 | -1 | 2
Cc1cc(C)n(CCCN2CCC(C(=O)Nc3cccc(-c4cccc(F)c4)c3)CC2)n1 | 1.0 | 0.1 | 0.0 | 0.1 | 2 | -8 | -1.6 | -3 | 2 | -3 | 2
CCOC(=O)Cc1nc2nc(C)cc(C)n2n1 | -2.0 | 0.8 | -0.7 | -3.0 | -3 | -6 | -1.6 | 0 | -5 | -2 | -7
Cc1ccc(C)c(Cn2c(O)c(N=NC(=S)Nc3ccccc3F)c3ccccc32)c1 | -0.7 | -0.1 | -1.0 | 1.1 | 1 | -5 | -1.8 | 0 | -3 | -2 | 6
C=C(C)Cn1c2ccc(NC(=O)NCC)cc2c(=O)n1C | -0.5 | 0.3 | x | 1.0 | i | i | -1.4 | 5 | i | -1 | 3
CN(C(=O)CSc1nc(N)c2c3c(sc2n1)CSC(C)(C)C3)c1ccccc1 | -2.2 | -1.4 | -1.1 | -0.7 | -46 | -54 | -2.0 | 5 | -114 | 0 | -1
COc1ccc(-n2c(C)nnc2SCC(=O)Nc2ccccc2F)cc1 | -0.4 | 0.3 | -0.1 | 1.2 | 0 | -5 | -0.6 | 4 | -2 | -2 | 1

Assay outcomes deposited in PubChem by several laboratories.
